Bioassay records: PubChem BioAssay, National Center for Advancing Translational Sciences (NCATS)
TDP-43 yeast inh = inhibitors of TDP-43 toxicity in yeast | TDP-43 expressing yeast growth rescue, BacTiter-Glo, 24 h | Potency, µM (doses to about 46.1 µM), inactives show top-dose growth rescue (activation), usual class: activators | hit rate 1.8% among 410,000 | AID 652104; further: % of control where 0% means no effect; nearly all actives have a fitted effect of over 50% in size
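Yeast expressing TDP-43 (pregrown in raffinose, seeded at OD600=0.02 in galactose medium) exposed to compounds 24 hr at 30 deg C. Growth read by BacTiter-Glo luminescence; rescue of toxicity appears as increased signal.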
KB-3-1 tox = kills parental KB-3-1 adenocarcinoma cells. KB-3-1 viability, CellTiter-Glo ATP luminescence, 72 h. Potency, µM (highest dose often 46.1 µM), without a hit: at the top dose activity change, negative = cytotoxic, hits mostly cytotoxic. hit rate 1.4% among 400,000; further: on the % scale 0 is the no-effect control and ±100 the full control effect; nearly all actives have a fitted effect of over 60% in size
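Cytotoxicity in the drug-sensitive parental line KB-3-1 was scored as loss of CellTiter-Glo luminescence following 72 h incubation with compound. Values come from curve fitting of normalized concentration-response data.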
GLP1R cytotox = cytotoxicity in counter-screen for GLP-1R inverse agonists | HEK293 cAMP-luciferase reporter cells, luminescence, 24 h | Potency, µM (series often up to 38.3 µM), for the others: top-dose activity change, negative = inhibition, most hits filed as inhibitors | hit rate 0.13% among 410,000 | AID 624418;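 further: loss of luciferase light is scored as toxicity; on the % scale 0 is the no-effect control and ±100 the full control effect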
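1536-well qHTS counterscreen of the MLSMR; 200 cells/uL, 12 h pre-incubation, 23 nL cpd, 24 h at 37 deg C 5% CO2, luciferase detection reagent, 12 min RT, luminescence. Inhibition = undesired.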
KB-V1 cytotox = kills drug-selected multidrug resistant KB-V1 cells; KB-V1 MDR cells viability, CellTiter-Glo, 72 h; Potency, µM (series often up to 46.1 µM), for the others: at the top dose activity change, negative = cytotoxicity, usual class: cytotoxic; hit rate 3.4% among 400,000; AID 1347076; further: on the % scale 0 is the no-effect control and ±100 the full control effect; nearly all actives have a fitted effect of over 60% in size
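Compound-treated KB-V1 multidrug-resistant cells, 72 h, 37 degrees C; viability by CellTiter-Glo. Fitted qHTS curves give the values.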
HT1080NT lethal = kills 2HG-producing HT-1080-NT fibrosarcoma cells | Potency, µM (top dose mostly 46.1 µM), without a hit: top-dose activity, negative = less viability, most hits filed as cytotoxic | AID 686970 | hit rate 1.6% among 360,000 | HT-1080-NT fibrosarcoma viability, CellTiter-Glo ATP luminescence, 48 h;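 further: NT is the 2HG producing partner of a matched IDH1 knockdown line; 0% = DMSO-treated cells and -100% = media-only wells without cells; nearly all actives have a fitted effect of over 55% in size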
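Toxicity toward the 2HG-producing NT line was scored as %Activity, normalised to DMSO and no-cell wells, from CellTiter-Glo luminescence after 48 hours' treatment.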
GLP-1R inv ag = GLP-1 receptor (human) inverse agonism; P43220; HEK293 GLP-1R CRE-luciferase, luminescence, 24 h; GLP-1R form is constitutively active; Potency, µM (series often up to 38.3 µM), inactives show at the top dose activity change, negative = inhibition, most hits filed as inhibitors; hit rate 1.6% among 410,000; AID 624417; further: on the % scale 0 is the no-effect control and ±100 the full control effect; nearly all actives have a fitted effect of over 55% in size
Target sequence (P43220 whole entry, looked up): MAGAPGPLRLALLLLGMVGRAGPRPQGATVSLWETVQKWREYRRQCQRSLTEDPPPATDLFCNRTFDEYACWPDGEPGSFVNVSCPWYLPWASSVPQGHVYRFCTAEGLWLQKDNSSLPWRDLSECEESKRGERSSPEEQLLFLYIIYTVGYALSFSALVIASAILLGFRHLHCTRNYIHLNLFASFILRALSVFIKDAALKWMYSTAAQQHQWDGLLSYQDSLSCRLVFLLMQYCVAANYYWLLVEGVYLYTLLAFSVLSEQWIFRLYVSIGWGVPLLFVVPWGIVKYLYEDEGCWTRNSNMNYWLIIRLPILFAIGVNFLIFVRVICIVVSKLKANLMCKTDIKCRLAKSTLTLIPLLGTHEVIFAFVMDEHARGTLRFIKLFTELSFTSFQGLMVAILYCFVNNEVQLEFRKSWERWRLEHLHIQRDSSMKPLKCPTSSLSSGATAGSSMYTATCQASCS
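qHTS in 1536-well format: reporter HEK293 cells expressing constitutive GLP-1R activity in DMEM + 10% Nu serum, 24 hr with compounds at 37 deg C, luminescence read after 12 min with detection reagent.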
HT1080 IDH1KD tx = HT-1080 IDH1 knockdown cell toxicity (counter line). AID 686971. Potency, µM (series often up to 46.1 µM), without a hit: at the top dose activity, negative = toxicity, most hits filed as cytotoxic. hit rate 2% among 360,000. HT-1080 IDH1 knockdown viability, ATP luminescence, 48 h;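 further: 0% = DMSO wells and -100% = cell-free medium wells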
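Luminescent ATP read-out (CellTiter-Glo, 10 min at room temperature) after 48 h compound exposure at 37 °C gave viability of IDH1-knockdown HT-1080 cells. Activity was normalised to DMSO and cell-free wells, then fitted as concentration-response curves.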
GLP1R ag = GLP-1 receptor (human) agonism; Potency, µM (series often up to 45.6 µM), inactives show at the highest dose activation, most hits filed as activators; HEK293 GLP-1R CRE-luciferase, luminescence, 4-6 h; cells express a hypersensitive GLP-1R form; hit rate 0.007% among 380,000; AID 624172; P43220; further: % of control where 0% means no effect
SW480 rereplic = inducers of DNA re-replication in SW480 colon cancer cells | Potency, µM (highest dose often 46.1 µM), for the others: top-dose re-replication activation, most hits filed as activators | hit rate 1.8% among 340,000 | SW480 DNA re-replication, Hoechst DNA content imaging, 48 h | AID 624297; further: % of control where 0% means no effect; nearly all actives have a fitted effect of over 55% in size
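SW480 cells exposed to compounds for 48 hr at 37 C, 5% CO2, then Hoechst-stained 40 min. Nuclear DNA content imaged by fluorescence scanning (405 nm excitation, 500-530 nm emission); re-replication scored as increased high-intensity nuclei.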
Active calls of the source: *; ? = inconclusive; / = not tested or not shown; & = joins results of further samples; [ ] = remark or other dose. The call rests on the fitted dose curve; in most records, active means well fitted curve in the direction sought with a large enough effect; inconclusive means small, poorly fitted or top-dose-only effect, or another doubt; inactive means no such curve, though single readings can be large; an effect the other way counts as inactive or inconclusive. Potency means the concentration at half of the fitted maximal effect. Compounds were not picked by outcome. About 9.4% of those tested had a hit in this group.

| cpd | mol | TDP-43 yeast inh | KB-3-1 tox | GLP1R cytotox | KB-V1 cytotox | HT1080NT lethal | GLP-1R inv ag | HT1080 IDH1KD tx | GLP1R ag | SW480 rereplic |
| --- | --- | --- | --- | --- | --- | --- | --- | --- | --- | --- |
| 1 | Cc1noc(C)c1NC(=O)N(C)C[C@H]1Oc2c(NS(=O)(=O)c3cccs3)cccc2C(=O)N([C@H](C)CO)C[C@@H]1C | -10% | -5% | 8% | -4% | 28% | 17% | 0% | -4% | -23% |
| 2 | Cc1cc(C(=O)CSc2nc3ccccc3c(=O)[nH]2)c(C)n1CC1CCCO1 (configuration not stated) | -7% | ? | 0%[7.66 µM] | ? | ? | 5%[7.66 µM] | -19% | 5% | -8% |
| 3 | CC(CNCCCn1ccc(NC(=O)OCc2ccccc2)nc1=O)c1ccccc1 (configuration not stated) | -6% | -9% | -3% | -16% | -7% | 17% | -18% | -2% | ? |
| 4 | COc1ccc2oc(=O)c(C(=O)NCCc3c(C)[nH]c4ccc(Br)cc34)cc2c1 | 24% | 7% | -12% | ? | / | -14% | / | -2% | / |
| 5 | O=C(Nc1ncccn1)c1ccc([N+](=O)[O-])cc1 | -11% | 1% | 6% | -16% | 7% | 8% | 7% | 11% | 3% |
| 6 | O=C(COc1ccc([N+](=O)[O-])cc1Cl)NCC1CCCO1 (configuration not stated) | -11% | -5% | 1% | -19% | 1% | 0% | -1% | -2% | -11% |
| 7 | CCc1cccc2cc3c(N)c(C(=O)Nc4ccc(S(=O)(=O)N5CCCC5)cc4)sc3nc12 | -20% | -17% | 23% | -1% | -17% | 14% | -27% | 16% | 1% |
| 8 | Cc1cc(C)nc(SCCS(=O)(=O)Cc2ccccc2)n1 | 4% | 1% | -9% | -20% | -1% | 45%[activator] | ? | 7% | -1% |
| 9 | Cc1ccc(NC(=O)Nc2nc3ccccc3s2)cc1NC(=O)Nc1nc2ccccc2s1 | 9% | 4% | 0% | -1% | 3% | ? | -1% | 11% | 6% |
| 10 | Cc1cc([N+](=O)[O-])nn1CC(=O)Nc1ccccn1 | -6% | -8% | 0% | 1% | 14% | 15% | 14% | 4% | -1% |
| 11 | CC(C)C(C(=O)NCc1ccco1)N(C(=O)CNS(=O)(=O)c1ccc(Cl)cc1)C1CCCC1 (configuration not stated) | -6% | -12% | 1% | -1% | -4% | ? | -5% | 0% | 10% |
| 12 | CC1CN(c2nc3c(c(=O)n(C)c(=O)n3C)n2Cc2c(Cl)cccc2Cl)CC(C)O1 (configuration not stated) | 2% | -18% | 10% | -2% | 7% | 9% | 9% | 5% | -8% |
| 13 | Cc1ccc(OCC(=O)NCCCNC(=O)c2ccccn2)cc1 | -17% | -5% | -7% | -2% | 23% | 12% | 12% | 8% | -9% |
| 14 | Cc1csc(NC(=O)CSc2ncn(-c3ccccc3)n2)n1 | ? | 13% | -20% | -14% | -13% | 0% | -1% | 1% | -4% |
| 15 | Cc1ccc(-c2nc3c(c(SCC(=O)N(C)c4ccccc4)n2)Cc2c(CO)cnc(C)c2O3)cc1 | 22%[9.22 µM] | 8% | -3% | -4% | / | -10% | / | / | / |
| 16 | CCOc1ccc(-c2csc(NC(=O)c3ccc(S(=O)(=O)N4CCc5ccccc5C4)cc3)n2)cc1 | 15% | -4% | 9% | 1% | -12% | 10% | -2% | 1% | -1% |
| 17 | O=C(C[C@H]1C[C@H](C(=O)N2CCOCC2)[C@@]2(CCC3CCCC3)c3[nH]c4cc(-c5ccco5)ccc4c3CCN2C1=O)NCCC1=CCCCC1 | 9% | 0% | -15% | -30% | -9% | 10µM* | -20% | -1% | 0% |
| 18 | Cc1cc(S(=O)(=O)Nc2cc3c(cc2C)n(C)c(=O)c(=O)n3C)ccc1F | 18% | -2% | -8% | 3% | / | 15% | / | / | / |
| 19 | Cc1ccc(-n2c(-c3cccc(C)c3)n[nH]c2=S)cc1 | 6% | -11% | ? | -18% | ? | 0% | 10µM* | -1% | ? |
| 20 | CCn1c(C)nc([N+](=O)[O-])c1Sc1ccc(F)cc1 | 28% | 3% | ? | 9% | -1% | ? | -12% | 8% | 2% |
| 21 | Cc1ccc(S(=O)(=O)N2CCN(C(=O)c3c(-c4ccccc4)noc3C)CC2)cc1 | 25% | 1% | 9% | ? | -4% | -21% | -1% | 10% | -2% |
| 22 | CC(=O)N1c2ccccc2C2CCCC[C@@H]21 (some centres not stated) | 28% | 10% | 11% | 12% | 12% | 9% | 5% | 0% | -1% |
| 23 | CCN1CCN(C(=O)CSc2nc(N)cc(N)n2)CC1 | -17% | -5% | -4% | 3% | -4% | 14% | -10% | -6% | ? |
| 24 | c1cc(-n2cnnn2)ccc1NC1=NCCC1 | -2% | 4% | -20% | 18% | 3% | 1% | 2% | -7% | -7% |
| 25 | COc1ccc(-c2noc(CSc3nnc(C)n3-c3ccc(OC)cc3)n2)cc1 | 20% | -13% | -2% | -15% | / | -10% | / | / | / |
| 26 | Cc1ccc(N2C(=O)CC(N3CCc4ccccc43)C2=O)cc1Cl (configuration not stated) | 3%[9.22 µM] | -24% | -18% | -2% | 1% | -5% | 8% | 2% | -9% |
| 27 | COc1ccc(/C=C(/NC(=O)c2ccccc2OC)C(=O)Nc2ccc(C(=O)O)cc2)cc1 | ? | / | 3% | / | 2% | 14% | 14% | -5% | 0% |
| 28 | COC(=O)c1sc2cc(C(F)(F)F)cnc2c1-c1ccccn1 | -2% | 0% | ? | 23% | 6% | -6% | 0% | 5% | ? |
| 29 | COc1ccc(N2CCN(c3oc(-c4ccc(OC)c(OC)c4)nc3C#N)CC2)cc1 | 9% | -3% | 1% | 1% | 8% | 1% | 3% | -9% | 0% |
| 30 | CCCn1nnc(NC(=S)NC(=O)/C=C/c2ccc(Cl)cc2)n1 | -16% | -7% | 0% | -6% | -12% | 0% | -1% | 1% | -10% |

(31) CCOC(=O)c1c(C)oc2ccc(NS(=O)(=O)c3ccc4c5c(cccc35)C(=O)N4)cc12
(32) CC(=O)c1ccc(S(=O)(=O)N2CCN(C(C)C(=O)N(C)Cc3ccccc3)CC2)cc1 (configuration not stated)
(33) Cn1c(=O)c2cc(NC(=S)NC3CC3)ccc2n1Cc1ccccc1
(34) CC(C)CC1NC(=O)N(CC(=O)Nc2ccc3c(c2)OCCO3)C1=O (configuration not stated)
(35) CCc1ccccc1N(C)C(=O)c1sc2nc3n(c(=O)c2c1C)CCCCC3
assay / compound	31	32	33	34	35
TDP-43 yeast inh	-11%	2%	0%	9%	0%
KB-3-1 tox	?	-17%	0%	2%	6%
GLP1R cytotox	-6%	-12%	3%	-6%	-6%
KB-V1 cytotox	-28%	-4%	-2%	11%	-3%
HT1080NT lethal	?	0%	9%	1%	/
GLP-1R inv ag	6%	9%	10%	-29%	10%
HT1080 IDH1KD tx	?	-3%	5%	2%	/
GLP1R ag	19%	-2%	12%	0%	/
SW480 rereplic	-5%	0%	/	-3%	/

(36) Cc1ccc(SCC(=O)OCC(=O)NC2(C#N)CCCCC2)cc1
(37) CC(=O)NC(=S)Nc1ccc(NC(=S)NC(=O)c2ccc([N+](=O)[O-])cc2)cc1
(38) Cc1cc(NCc2ccco2)n2c(nc3ccccc32)c1C#N
(39) CN(CCOc1ccc(CC2SC(=O)NC2=O)cc1)c1ccccn1 (configuration not stated)
(40) COc1ccc(S(=O)(=O)N/N=C(/C)c2ccncc2)cc1
assay / compound	36	37	38	39	40
TDP-43 yeast inh	1%	-19%	-3%	0%&24%	-16%
KB-3-1 tox	7%	-8%	0%	0%&0%	-7%
GLP1R cytotox	-3%	-7%	129%[activator]	0%&4%	5%
KB-V1 cytotox	4%	25%	-11%	-14%&-21%	0%
HT1080NT lethal	12%	18%	-1%	-1%&-7%	-3%
GLP-1R inv ag	3%	3%	9%	-1%&-5%	11%
HT1080 IDH1KD tx	0%	10%	-2%	-13%&-12%	4%
GLP1R ag	-6%	8%	4%	16%&-2%&4%	-3%
SW480 rereplic	?	-35%[inhibitor]	-1%	-49%&-16%&3%[inhibitor]	-7%

(41) CCn1c(SCc2ccccc2)nc2ccccc2c1=O
(42) O=C(NCc1ccccn1)C1CCN(S(=O)(=O)N2CCCC2)CC1
(43) CNc1nc(Oc2ccc3sc(C)nc3c2)c2sccc2n1
(44) Cc1ccc(S(=O)(=O)N2CCCCC2)cc1NS(=O)(=O)c1cccc(C(=O)O)c1
assay / compound	41	42	43	44
TDP-43 yeast inh	1%	-21%	20µM*	5%
KB-3-1 tox	4%	5%	-3%	-3%
GLP1R cytotox	-21%	3%	1%	-7%
KB-V1 cytotox	17%	5%	?	-13%
HT1080NT lethal	0%	13%	-15%	11%
GLP-1R inv ag	?	27%	-3%	14%
HT1080 IDH1KD tx	-2%	8%	?	16%
GLP1R ag	?	-3%	22%	4%
SW480 rereplic	-5%	14%	/	9%
